# Source: PubChem BioAssay (National Center for Advancing Translational Sciences (NCATS))
# AMA1 RON2 block: qHTS for Inhibitors of AMA1-RON; Towards Development of Antimalarial Drug Lead: Primary Screen | 360,000 tested, 0.2% active | Potency, µM (highest dose often 58.2 µM), for the others: at the top dose activity change, negative = inhibition, most hits filed as inhibitors | Plasmodium falciparum AMA1 (3D7) - RON2 peptide interaction | AlphaScreen AMA1-biotinylated RON2 peptide binding;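 also: potency is read from the fitted curve at half-maximal effect; 0% = vehicle wells and -100% = peptide control; nearly all actives have a fitted effect of over 45% in size; some results filed as inactive show a strong effect at the top dose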
#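 AMA1 (3D7) with his tag at 25 nM final met compounds first, then biotinylated RON2 peptide at 25 nM; detection used donor plus acceptor beads, 10 µg/mL apiece, read by AlphaScreen after 30 min at room temperature.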
# AmpC no deterg: qHTS Inhibitors of AmpC Beta-Lactamase (assay without detergent). P00811. AmpC nitrocefin hydrolysis, absorbance 480 nm, 0.0001% Triton. Potency, µM (top dose mostly 57.1 µM), inactives show at the top dose activity change, negative = inhibition, most hits filed as inhibitors. 330,000 tested, 0.52% active;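 also: potency is read from the fitted curve at half-maximal effect; plate controls were no compound for no effect and no enzyme for full effect; nearly all actives have a fitted effect of over 20% in size; some results filed as inactive show a strong effect at the top dose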
# Target sequence (P00811 whole entry, looked up): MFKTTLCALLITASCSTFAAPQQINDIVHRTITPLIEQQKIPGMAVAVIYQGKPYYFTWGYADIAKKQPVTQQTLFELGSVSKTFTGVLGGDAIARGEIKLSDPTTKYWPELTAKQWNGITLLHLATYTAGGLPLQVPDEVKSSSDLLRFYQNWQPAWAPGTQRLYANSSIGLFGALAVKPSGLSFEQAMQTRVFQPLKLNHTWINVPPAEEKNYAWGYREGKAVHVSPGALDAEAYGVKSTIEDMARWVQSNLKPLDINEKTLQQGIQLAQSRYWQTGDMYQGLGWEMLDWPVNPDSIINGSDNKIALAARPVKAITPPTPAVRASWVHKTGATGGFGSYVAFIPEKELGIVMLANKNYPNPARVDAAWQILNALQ
#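 20 mM phosphate pH 7.0 + 0.01% (detergent screen) or 0.0001% Triton X-100; 5.3 nM AmpC reagent; cpd preinc 15 min RT; nitrocefin (800 uM stock) to start; A480 q20 s × 4 min; Activity was normalised to no-enzyme and no-compound control wells.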
# Giardia FBPA inh: qHTS Assay for Inhibitors of Fructose-1,6-bisphosphate Aldolase from Giardia Lamblia; A8B2U2; purified Giardia FBPA; Potency, µM (top dose mostly 59.6 µM), for the others: top-dose activity, negative = inhibition, most hits filed as inhibitors; 290,000 tested, 0.71% active; AID 2451, 2010; also: potency is read from the fitted curve at half-maximal effect; nearly all actives have a fitted effect of over 55% in size
# Target sequence (A8B2U2 whole entry, looked up): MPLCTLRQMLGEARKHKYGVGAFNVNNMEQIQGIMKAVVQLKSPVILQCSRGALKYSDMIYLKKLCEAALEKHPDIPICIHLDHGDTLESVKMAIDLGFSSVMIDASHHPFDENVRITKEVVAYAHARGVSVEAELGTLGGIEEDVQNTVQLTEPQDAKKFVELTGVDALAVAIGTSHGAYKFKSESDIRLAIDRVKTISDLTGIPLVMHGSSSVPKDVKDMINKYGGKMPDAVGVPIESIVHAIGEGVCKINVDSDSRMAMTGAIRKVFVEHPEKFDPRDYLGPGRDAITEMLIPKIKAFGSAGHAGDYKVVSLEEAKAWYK
#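 40 nM FBPA preincubated 10 min at RT with compound (up to 57.5 uM final), then substrate plus GAPDH/TPI/NAD/arsenate coupling and diaphorase/resazurin added. Fluorescence read after 20 min at RT, 525/598 nm.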
# Sm TGR inh: qHTS Assay for the Inhibitors of Schistosoma Mansoni Peroxiredoxins | Schistosoma mansoni thioredoxin glutathione reductase (TGR), Q962Y6 | Potency, µM (highest dose often 114 µM), for the others: at the highest dose activity change, negative = inhibition, usual class: inhibitors | 360,000 tested, 3% active | purified TGR, DTNB reduction, TNB absorbance 405 nm | AID 485364, 2010; also: potency is read from the fitted curve at half-maximal effect; nearly all actives have a fitted effect of over 60% in size
#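 Kinetic colorimetric format: TGR-catalysed, NADPH-driven DTNB reduction monitored via TNB absorbance. Enzyme dispensed at 20 nM; compound exposure 15 min at room temperature before reaction start.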
# HCMV antiviral: qHTS Assay for inhibitors of the human cytomegalovirus (HCMV); HFF cells, HCMV-luciferase reporter, 72 h; stronger effect = lower value; activity change, negative = inhibition, % at 57.5 µM; 410,000 tested, 4.5% active; AID 1259415, 2018; in the data active = activity change below about -60%; inconclusive = no clear call, values can overlap the other calls; inactive = above about -39%
#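 HFF cells seeded 16 h at 37C, treated with compounds, infected with luciferase-reporter HCMV at MOI 1 PFU/cell; luciferase read at 72 h post infection, normalized to buffer-only and Salinomycin controls.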
# AmpC inh detg: qHTS Inhibitors of AmpC Beta-Lactamase (assay with detergent); AmpC hydrolysis of nitrocefin, absorbance 480 nm, 0.01% Triton; Potency, µM (top dose mostly 114 µM), for the others: at the highest dose activity change, negative = inhibition, hits mostly inhibitors; P00811; AID 485294, 2010; 370,000 tested, 0.041% active;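 also: potency is read from the fitted curve at half-maximal effect; 0% = no-compound wells and -100% = no-enzyme wells; nearly all actives have a fitted effect of over 25% in size; some results filed as inactive show a strong effect at the top dose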
#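 20 mM phosphate pH 7.0 + 0.01% (detergent screen) or 0.0001% Triton X-100; 5.3 nM AmpC reagent; cpd preinc 15 min RT; nitrocefin (800 uM stock) to start; A480 q20 s × 4 min; Activity was normalised to no-enzyme and no-compound control wells.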
# * hit, by the source's call; ? = inconclusive; / = no result given; & = joins results of further samples; [ ] = dose if it differs, or a comment. Unless noted, calls follow the shape of the dose curve; as a rule, active = well fitted curve in the direction sought with a large enough effect; inconclusive = small, poorly fitted or top-dose-only effect, or another doubt; inactive = no such curve, though single readings can be large; an effect the other way counts as inactive or inconclusive. Unless noted, % is scaled to controls: 0 for no effect and ±100 for the full control effect.
Molecule	AMA1 RON2 block	AmpC no deterg	Giardia FBPA inh	Sm TGR inh	HCMV antiviral	AmpC inh detg
CN(C)S(=O)(=O)c1cccc(NC(=S)NN=C(Cc2ccccc2)Cc2ccccc2)c1	66%[activator]	-55%	-2%	0%	-22	-4%
Cn1c(SCC(=O)Nc2nc3ccccc3s2)ncc(C(=O)Nc2ccccc2)c1=O	/	/	/	11%	53	1%
Cc1ccc2[nH]cc(CCNC(=O)Nc3ccccc3)c2c1	-11%	-35%	-8%	12%	-30	0%
COn1c(SCc2ccc(Cl)cc2)nc2ccccc2c1=O	19%	12%	1%	6%	-9	0%
Cc1ccc2c(c1)nnn2C1CCN(S(=O)(=O)c2ccc3ccccc3c2)CC1	-16%	-13%	2%	-5%	-64*	2%
CCOC(=O)C1=C(C)Nc2nc(SCC(=O)OC)nn2C1c1cc(F)cc(F)c1 (stereo not drawn)	-14%&-5%	?	1%	-5%	-2&29	0%
CC1CCCCN1C(=O)CSc1c2c(nc3cc(Cl)ccc13)CCCC2 (stereo not drawn)	/	/	/	0%	-27	2%
COc1ccccc1/C=C/C=N/n1c(-c2ccccc2)n[nH]c1=S	62%[activator]	-29%	18%	1%	0	-5%
CCCCN(C)CCCNC(=O)c1cn(CC)c2ccc(S(=O)(=O)N3CCOCC3)cc2c1=O	-4%	14%	3%	-8%	-15	-7%
O=C(O)CCC(=O)NNC(=O)c1ccc([N+](=O)[O-])cc1	39%[activator]	-20%	2%	-2%	-33	-6%
CCCCCn1c(=O)[nH]c2cc(C(=O)NCCN(C)CCCC)ccc2c1=O	/	/	/	3%	-33	3%
CCc1c(C)nc2ncnn2c1NC1CCCc2ccccc21 (stereo not drawn)	-9%	-8%	1%	3%	28	6%
CC(C)(C)c1nc[nH]c(=O)c1Br	12%	-8%	-2%	-5%	-4	-6%
CCOc1ccc(/C=C2/Sc3ccc(C(=O)N4CCOCC4)cc3N(C)C2=O)cc1OC	-4%	178%[activator]	/	-35%	11	2%
O=C(NC1CCCc2c1cnn2-c1ccccc1F)c1ccccn1 (stereo not drawn)	-3%	21%	-13%	8%	-98*	-5%
CCCCc1ccc(NC(=S)N2CCN(C(=O)c3ccco3)CC2)cc1	-8%	8%	/	1%	8	3%
CC(C)n1cc(/C=N/Nc2ccc(C(=O)O)cc2)c2ccccc21	-19%	-35%	1%	-19%	-39	-1%
CCOc1ccccc1CN1CCN(S(C)(=O)=O)CC1	-16%	4%	-14%	6%	-26	-11%
O=C1CCC(=O)N1CCC(c1ccc(F)cc1)c1ccco1 (stereo not drawn)	-9%	30%	-5%	45µM*	-13	2%
COc1ccc(CCNC(=O)CN2C(=O)COc3ccc(S(=O)(=O)N4CCCC4)cc32)cc1OC	-11%	24%	-12%	-9%&-17%	?	?
Cn1c(SCCN2CCCC2)nnc1C1CCN(S(=O)(=O)c2ccc(F)cc2)CC1	-5%	-6%	-14%	0%	-23	-14%
Cc1cc(NC(=O)CCOc2ccccc2)no1	-11%	-13%	6%	2%	46	2%
CC(OC(=O)c1cc(S(=O)(=O)N2CCOCC2)ccc1F)C(=O)NCc1ccc2c(c1)OCO2 (stereo not drawn)	-5%	7%	/	-1%	10	-11%
O=C(O)CCCCc1nc2ccccc2s1	20%	-13%	7%	-17%	5	-2%
Cc1nc2nc(C)c(CCC(=O)NCc3ccccc3)c(C)n2n1	/	/	/	21%	16	2%

# Next part, overlapping the part above by 2 compounds.
Molecule	AMA1 RON2 block	AmpC no deterg	Giardia FBPA inh	Sm TGR inh	HCMV antiviral	AmpC inh detg
O=C(O)CCCCc1nc2ccccc2s1	20%	-13%	7%	-17%	5	-2%
Cc1nc2nc(C)c(CCC(=O)NCc3ccccc3)c(C)n2n1	/	/	/	21%	16	2%
C/C(CC(=O)Nc1ccc2c(c1)OCCO2)=N\NC(=O)c1cccc(O)c1	88%[activator]	-34%	-10%	-22%	31	1%
OC(c1ccc(OCc2ccccc2)cc1)c1nnc(-c2ccccc2)o1 (stereo not drawn)	-2%	-20%	1%	5%	-11	?
CCC(C)NC(=O)c1cnn2c(C)c3c(nc12)CCCC3 (stereo not drawn)	-5%	-3%	/	10%	-31	-4%
O=C(NC1CCCCCCC1)c1ccc2c(c1)OCO2	7%	-12%	-13%	-20%	-30	?
CCc1cccc(C)c1NC(=O)CCCn1c(C)c2cnn(-c3ccccc3)c(=O)c2c1C	/	/	/	?	-6	-4%
CN(CC#CC(O)(c1ccccc1)c1ccccc1)C(C)(C)C	-2%	13%	-13%	0%	10	-6%
NC(=O)c1ccc(NC(=O)COC(=O)c2c[nH]c3ccccc23)cc1	-4%	-6%	/	0%	21	-15%
COC(=O)C1=C(C)NC(=O)NC1c1ccc2c(c1)OCO2 (stereo not drawn)	-1%	-3%	8%	8%	27	-1%
Cc1cc(C)cc(NC(=S)NCCCN2CCOCC2)c1	-2%	-11%	8%	-16%	?	-11%
COC(=O)c1c(C(=O)OC)c(-c2ccc(C)cc2)n2c1CS(=O)(=O)C2	0%	-1%	-1%	-5%	9	?
N#Cc1c(F)cccc1NCc1cccs1	6%	-16%	0%	5%	-4	-7%
CN(NS(=O)(=O)c1ccc(Cl)cc1)c1cnn(C)c(=O)c1Cl	-5%	-14%	1%	8%	-24	0%
COc1ccccc1NS(=O)(=O)c1ccc2[nH]c(=S)oc2c1	60%[activator]	-14%	/	/	-28	/
O=C(CN1CCN(Cc2ccc(Cl)cc2)C1=O)NCc1ccc(F)cc1	/	/	/	0%	-25	3%
CCc1nc(N)c(C#N)c(-c2ccncc2)c1C	10%	-14%	3%	1%	1	-6%
Cc1ccc(S(=O)(=O)N(C)C)cc1NC(=O)COC(=O)c1c(C)noc1C	18%	-13%	4%	3%	-108*	?
CC1=C(C(N)=O)C(c2ccc(F)cc2)n2nc(-c3ccc(N(C)C)cc3)nc2N1 (stereo not drawn)	/	/	/	-7%	5	-5%
COc1ccc(C2=NC(CO)(CO)CO2)cc1	-7%	-9%	4%	6%	-19	4%
COC(=O)c1ccc(NC(=O)c2cc(=O)c3ccc(C)cc3o2)cc1	/	/	/	-8%	-6	-2%
COc1ccc(NC(=O)CSc2ccc(-c3ccccn3)nn2)cc1OC	-4%	-15%	-20%	-11%	1	-3%
Cc1c(NC(=O)c2cc(-c3cccc(O)c3)on2)c(=O)n(-c2ccccc2)n1C	/	/	/	-22%	-17	-1%
Cc1ccc(S(=O)(=O)NC2CC2)cc1	-5%	-11%	3%	-3%	-10	-1%
CN(Cc1cccc2cnccc12)C(=O)c1cc(COc2ccc(F)cc2Cl)on1	4%	78%[activator]	8%	1%	0	?
Cc1ccc(-n2c(C)nc3ncnc(-c4ccccc4)c32)cc1	-10%	-15%	6%	-17%	-26	-9%
CCCn1c(SCC(=O)N2c3ccccc3CC2C)nnc1-c1ccco1 (stereo not drawn)	19%	54%	0%	-23%	-7	-7%
Cc1ccc(-c2cn3cccnc3n2)cc1NC(=O)C(C)(C)Oc1ccc(Cl)cc1	/	/	/	0%	14	-1%
Cn1nnc2cc(C(=O)N3CCC(c4ccccc4)C3)ccc21 (stereo not drawn)	-18%	-7%	0%	-17%	-13	-3%
Cc1cc(N2CCC(C)CC2)nc2ccc(NC(=O)/C=C/c3cccc(Cl)c3)cc12	/	/	/	1%	-29	3%
O=C(Nc1ccc2c(c1)OCCO2)c1ccc(Br)c(S(=O)(=O)N2CCOCC2)c1	-7%	-5%	-2%	12%	-37	-13%
N#Cc1cc2c([nH]c1=S)CCCC2	37%[activator]	-14%	-8%	0%	-37	?
Cc1ncccc1C(=O)N1CCCC(C(=O)c2ccc3c4c(cccc24)CC3)C1 (stereo not drawn)	1%	218%[activator]	-7%	10%	-34	0%
CCCCN(CC)CCCNC(=O)c1cn(C)c(=O)c2c1c1ccccc1n2C	6%	-5%	-1%	1%	12&17	1%&-9%
Cc1nn(-c2ccccc2)c2nc(C(F)F)cc(C(F)F)c12	91%[activator]	-17%	/	3%	46	?
NNC(=O)c1sccc1OCc1ccc(F)cc1	13%	-7%	4%	3%	?	10%
Cc1ccc(S(=O)(=O)N2CCC(C(=O)O)CC2)cc1	-15%	-2%	13%	-5%	-13	-6%
COc1cc2ncnc(N[C@H](C)c3ccccc3)c2cc1OC	2%	-4%	7%	10%	/	-13%
CCOC(=O)COn1c(-c2cccc(Cl)c2)nc2ccc([N+](=O)[O-])cc21	-3%	-36%	-16%	0%	-8	-13%
Cc1ccc(NC(=O)CN2c3cccc4cccc(c34)S2(=O)=O)cc1	-7%[11.6 µM]	0%	/	/	-9	/
O=C(CCNS(=O)(=O)c1ccccc1)OCC(=O)c1ccc[nH]1	13%	-25%	/	-4%	58	-11%
CN(c1ccc(OCc2ccc([N+](=O)[O-])cc2)cc1)S(=O)(=O)c1ccccc1	4%	-32%	-3%	-2%	13	-15%
CC(OC(=O)CCNS(=O)(=O)c1cccs1)C(=O)Nc1ccc(S(N)(=O)=O)cc1 (stereo not drawn)	-3%	-29%	/	-24%	74	-5%
CC(=O)Nc1ccc(/C=C2\CCc3ccccc3C2=O)cc1	-2%	-6%	-8%	-23%	38	-4%
COC(=O)C1=CN(Cc2ccc(OC)cc2)C=C(C(=O)OC)C1c1cc(OC)c(OC)c(OC)c1	74%[activator]	169%[activator]	2%	13%	/	-6%
CCSC1=C(C#N)C(c2cccs2)C(C(=O)OC)=C(C)N1 (stereo not drawn)	22%	-17%	0%	-4%[11.4 µM]	41	-15%
Cc1ccn2c(Nc3ccccc3C)c(-c3ccncc3)nc2c1	?	41%	-1%	10%&-11%	-67*	?
COc1ccc(C(=O)N2CCN(Cc3ccccc3C(F)(F)F)CC2)cc1	?	50%	?	-1%	10	-16%
CC(C)N1CCN(C(=O)c2ccc(OC3CCN(CCc4ccccc4)CC3)cc2)CC1	-14%	67%[activator]	/	-3%	-21	7%
CCOC(=O)c1[nH]c2c(c1Cc1ccccc1C)C(=O)CC(c1ccccc1)C2 (stereo not drawn)	/	/	/	-3%	-10	9%
CC(C)(C)NC(=O)NC(=O)CN1CCN(Cc2ccccc2)CC1	9%	0%	4%	-16%	-4	-7%
